From PubChem BioAssay
HCV core dimer – blocks dimerization of HCV core protein; TR-FRET GST/Flag-core106 dimerization, 1536-well; inhibition, % at 5 µM; 0.33% of 300,000 active;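 active = inhibition above the mean of all tested compounds plus 3 SD, set per screening campaign, cut at about 45% in these data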
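Assay system: tagged HCV core106 pair (GST and Flag); medium: KF-containing HEPES buffer, pH 7.45, DTT, CHAPS, BSA; also added: Eu donor and XL665 acceptor anti-tag antibodies; dosing: 5 µM single dose; timing: compound-protein-antibody incubation 4 h at 22.5 °C; signal: TR-FRET 671 and 617 nm emission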
procasp3 activ – activates human procaspase-3; 0.11% of 330,000 active; activation, % at 8.5 µM; recombinant procaspase-3 D3A, Ac-DEVD-pNA absorbance 405 nm; P42574;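 active = activation above the mean of all tested compounds plus 3 SD, cut at about 21% in these data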;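 also: 0% = DMSO alone and 100% = DMSO wells spiked with extra 5 µM PC-3 D3A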
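Compound: 8.5 µM single point, 0.8% DMSO / Material: Autoprocessing-dead procaspase-3 D3A mutant enzyme / Timing: 1 h preincubation plus 2 h reaction at 25 °C / Medium: Zinc-free HEPES/NaCl buffer with 0.01% Triton X-100 at pH 7.4 / Technique: 405 nm absorbance of p-nitroaniline, reads at 0 and 120 min / Repeats: one well per compound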
PP1 counter – PP1-alpha (human) inhibition in PP5 counter-screen | 0.9% of 320,000 active | purified PP1alpha, OMFP fluorescence | inhibition, % at 6.7 µM;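 active = inhibition above the mean inhibition of all tested compounds plus 3 SD, computed separately for each screening campaign, cut at about 15% in these data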
Target sequence (P62136 whole entry, looked up): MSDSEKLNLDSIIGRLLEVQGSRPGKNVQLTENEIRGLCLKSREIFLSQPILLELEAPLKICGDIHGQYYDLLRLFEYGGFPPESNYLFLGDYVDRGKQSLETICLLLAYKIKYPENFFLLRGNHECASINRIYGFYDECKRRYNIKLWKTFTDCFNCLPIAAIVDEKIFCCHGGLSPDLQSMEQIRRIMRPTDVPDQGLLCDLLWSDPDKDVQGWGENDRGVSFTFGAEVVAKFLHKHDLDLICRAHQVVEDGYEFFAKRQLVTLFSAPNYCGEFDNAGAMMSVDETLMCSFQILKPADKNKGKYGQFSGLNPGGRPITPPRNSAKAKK
AHR act – human AHR activation | P35869 | AHR-responsive luciferase reporter cells, luminescence | activation, % at 5 µM | 2.5% of 320,000 active; in the data active = activation above about 47%;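 also: 0% = vehicle wells and 100% = reference agonist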
TPT1 inh – C. albicans TPT1 enzyme inhibition; inhibition, % at 5 µM; 0.81% of 300,000 active; recombinant caTPT1, FP RNA substrate dephosphorylation;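 active = inhibition above the mean of all tested compounds plus 3 SD, set per screening campaign, cut at about 24% in these data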;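 also: plate controls were DMSO alone for no effect and ferristatin control at 100 nM for full effect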
PP5 inh – blocks human protein phosphatase 5 activity; 0.18% of 320,000 active; purified PP5c, OMFP substrate fluorescence; inhibition, % at 6.7 µM; P53041;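 active = inhibition above the campaign's mean inhibition across all tested compounds plus 3 SD, cut at about 9.5% in these data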;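 also: 0% = DMSO only and 100% = 100 µM cantharidin control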
Target sequence (P53041 whole entry, looked up): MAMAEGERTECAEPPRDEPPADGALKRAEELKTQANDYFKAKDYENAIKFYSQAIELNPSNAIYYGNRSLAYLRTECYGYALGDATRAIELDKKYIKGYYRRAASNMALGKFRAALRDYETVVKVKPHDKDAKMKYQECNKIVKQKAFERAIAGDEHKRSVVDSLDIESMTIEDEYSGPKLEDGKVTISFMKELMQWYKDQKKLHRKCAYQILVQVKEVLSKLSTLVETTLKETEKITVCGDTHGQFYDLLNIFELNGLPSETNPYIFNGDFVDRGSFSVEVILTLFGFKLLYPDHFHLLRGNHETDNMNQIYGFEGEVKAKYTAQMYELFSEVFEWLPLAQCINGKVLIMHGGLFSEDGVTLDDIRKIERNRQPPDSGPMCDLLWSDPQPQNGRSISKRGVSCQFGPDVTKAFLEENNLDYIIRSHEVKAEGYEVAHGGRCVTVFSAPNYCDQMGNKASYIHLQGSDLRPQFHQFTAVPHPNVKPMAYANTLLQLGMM
PAFAH2 inh – inhibitors of human PAFAH2. Q99487. recombinant PAFAH2, FP-rhodamine activity probe, fluorescence polarization. inhibition, % at 3.39 µM. 0.99% of 340,000 active;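 active = inhibition above the mean over all tested compounds plus 3 SD, cut at about 30% in these data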;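 also: inhibitors block probe labeling of enzyme so polarization drops; 0% = enzyme with DMSO and 100% = wells lacking PAFAH2 protein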
CTSL1 counter – counter-screen for PFM18AAP inhibitors: inhibitors of F. hepatica cathepsin L1. 0.49% of 300,000 active. inhibition, % at 5.96 µM. recombinant F. hepatica cathepsin L1, Z-Leu-Arg-MCA fluorescence;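 active = inhibition above the mean of all tested compounds plus 3 SD, set per screening campaign, cut at about 17% in these data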;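 also: 0% = plate median of test compound wells and 100% = 1 µM Z-Phe-Ala-diazomethylketone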
proCasp7 act – activates human procaspase-7, counter-screen for procaspase-3 activators. P55210. recombinant procaspase-7, Ac-DEVD-pNA absorbance 405 nm; D23A/D198A/D206A triple mutant, cannot self-cleave; scale: DMSO 0, 5 µM enzyme 100. activation, % at 8.5 µM. 0.093% of 330,000 active. AID 463210;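 active = percent activation above the screen-wide mean plus 3 SD, cut at about 25% in these data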
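buffer or medium = Zinc-free HEPES/NaCl buffer, pH 7.4 | material = Procaspase-7 triple mutant (PC-7 D3A) | input = 2 µM procaspase-7 mutant as dispensed | signal = Epi-absorbance of released pNA at 405 nm, two timepoints | timing = 1 h preincubation, 2 h reaction | replicates = singlicate compound testing | evaluation = % activation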
* marks the source's active call; other numbers are inactive results; x = not tested or not shown. Rows were taken by chance. Share with any hit: about 5.6%.

SMILES	HCV core dimer	procasp3 activ	PP1 counter	AHR act	TPT1 inh	PP5 inh	PAFAH2 inh	CTSL1 counter	proCasp7 act
COc1ccc(CC2(CO)CCN(Cc3ccc4c(c3)CCO4)CC2)cc1	-2	4	-4	-2	4	0.9	5	-6	-1
CC1CCN(C(C(=O)Nc2ccc(C(C)C)cc2)c2ccc3c(c2)OCO3)CC1 (stereo not given)	-19	8	-2	11	2	5.4	-5	1	-11
COc1ccccc1Nc1ccc(NC(=O)c2cccc([N+](=O)[O-])c2C)cc1	5	5	3	11	3	3.7	-4	0	-7
COc1cccc(C(=O)OCC(=O)c2[nH]c(C)c(C(C)=O)c2C)c1	x	6	-1	0	x	-0.5	5	x	0
COc1ccc(OCC(O)Cn2c(Nc3ccccc3)nc3c2c(=O)n(C)c(=O)n3C)cc1 (stereo not given)	-4	-3	0	2	0	3.7	-10	-1	-4
CCC(=O)NNc1ncnc2c1cnn2-c1cccc(C)c1	-5	5	-3	15	-1	-2.2	3	-2	15
COc1ccc(CCNC(=O)CCc2nnc(Cc3ccc4c(c3)OCO4)o2)cc1	-12	3	2	1	-1	2.4	2	-3	-1
Cc1nnc(SCc2c(Cl)cccc2Cl)s1	-5	-1	-5	26	-8	4.5	6	2	-1
CC[N+]1(CC)CC2=Cc3c(ccc4ccccc34)CC2C1 (stereo not given)	-7	8	-2	1	-1	-0.6	-5	1	-1
COc1cccc(NC(=O)[C@H](Cc2c[nH]c3ccccc23)NC(=O)[C@@H]2Cc3ccccc3CN2)c1	-3	-2	-3	9	-2	2.3	4	-2	2
c1coc(CSCc2cn3cccnc3n2)c1	-1	10	-2	-1	0	-1.6	0	1	4
CC(C)CCNC(=O)CSc1nnc(-c2ccc(S(=O)(=O)N3CCCC3)cc2)n1C	2	8	-1	1	1	3.0	-2	-2	9
CCc1ccccc1NC(=O)CCc1c(C)nn(-c2ccc(N3CCOCC3)nn2)c1C	2	5	0	0	-1	-0.2	-4	-1	12
CC1(C)CC(=O)C=C(Nc2cccc(O)c2)C1	-3	-2	-3	1	-1	-0.6	0	0	1
C/C(=N/NC(=O)CNC(=O)Cc1ccccc1)c1ccco1	-4	-5	1	0	-1	-1.5	-3	-2	15
CC1CCC/C(=N\NC(=O)Nc2ccccc2)C1 (stereo not given)	-8	-13	5	17	0	3.3	1	-2	-1
Cc1ccc(C(=O)CSc2nc3ccccc3c(=O)n2-c2ccccc2)s1	11	5	2	0	-2	-0.4	-2	1	-4
O=C1C=C(c2cc(F)ccc2F)C[C@@H](c2ccc(F)cc2)C1	x	6	0	-7	x	1.9	-1	x	-4
O=C(N/N=C/c1ccc2c(c1)OCO2)c1ccccn1	1	-3	-3	42	2	1.5	-1	3	8
COc1ccc(/C=N/NC(=O)CNC(=O)COc2ccccc2)cc1	-1	2	2	-4	0	3.5	4	1	1
CN(CP(=O)(O)C(O)c1ccccc1)S(C)(=O)=O (stereo not given)	9	2	-2	3	6	3.1	8	-3	-2
CCOC(=O)C1(Cc2cccc(OC)c2)CCCN(C(=O)CNC(C)=O)C1 (stereo not given)	0	8	-1	2	1	-0.9	3	-3	1
COc1cccc(Nc2ncnc3ccccc23)c1	12	4	0	21	0	2.1	0	1	4
CCOC(=O)C1CCCN(C(=O)Cn2cnc3c2c(=O)n(C)c(=O)n3C)C1 (stereo not given)	-5	-4	-3	-2	-4	0.7	3	1	-11
CCOc1ccc(C(=O)NCC(C)NC(=O)c2ccc(OCC)cc2)cc1 (stereo not given)	4	4	1	2	-2	3.4	3	-4	17
COc1cc(C(=O)NCCCN2CCCC2=O)cc(Br)c1OCc1ccccc1	x	4	-5	1	x	1.4	-11	x	1
O=C(CCN1C(=O)C2C3C=CC(C3)C2C1=O)NC1CCCc2ccccc21 (stereo not given)	-6	5	-2	14	-5	1.4	-1	4	-8
CC(NC(=O)C(C)N1C(=O)c2ccccc2C1=O)c1ccccc1 (stereo not given)	-2	-4	-3	0	2	-0.4	-8	-1	3
O=C(NC1CCCC1)c1cccc2c1C(=O)c1ccc(N3CCCCC3)cc1S2(=O)=O	x	3	3	2	x	1.7	-8	x	4
Cc1ccc2c(c1)CCCN2C(=O)C1CCCO1 (stereo not given)	1	4	-4	1	-1	2.2	8	-2	2
COC(=O)c1ccc(NC(=O)CN2CCN(c3ccccn3)CC2)cc1	-2	-4	-4	3	1	-1.6	4	-15	9
CC(=NCCc1ccccc1)C1=C(O)C(c2ccccc2)OC1=O (stereo not given)	0	2	1	3	1	-3.1	-4	-4	1
CC(C)n1cc(NC(=O)COc2ccccc2Cl)cn1	-8	-5	2	-6	-2	1.4	-9	-5	-4
CCCNS(=O)(=O)c1cc2c3c(c1)CCN3C(=O)CC2	3	4	-3	1	-2	0.4	-3	-3	-1
O=C(CN1CCC(C(=O)c2ccc(Cl)cc2)CC1)Nc1ccc2c(c1)OCCO2	1	4	7	-1	3	3.6	-3	1	-9
CCc1ccc(CN2CCC(n3nccc3NC(=O)C3CCCC3)CC2)cc1	-22	-6	1	-1	-5	1.7	-4	-3	1
CCOC(=O)C1CCN(C(=O)c2ccccc2NC(C)=O)CC1	-2	2	1	0	-1	-0.3	11	-2	-1
CCN(CC)CCCNc1nc2cc(OC)c(OC)cc2c2nc(-c3ccccc3)nn12	-4	2	-1	11	-2	3.6	-19	-3	-3
O=C(Cn1cnc2c(nnn2Cc2ccc(F)cc2)c1=O)Nc1ccc2c(c1)OCCO2	12	5	-3	0	-2	-0.8	-3	-1	15
O=C(NCC(=O)N(c1cccnc1)C(C(=O)NC1CCCCC1)c1ccccc1F)c1ccco1 (stereo not given)	11	2	-1	0	0	-0.4	4	1	-6

7 entries picked at random from the list so far:
SMILES	HCV core dimer	procasp3 activ	PP1 counter	AHR act	TPT1 inh	PP5 inh	PAFAH2 inh	CTSL1 counter	proCasp7 act
CC(NC(=O)C(C)N1C(=O)c2ccccc2C1=O)c1ccccc1 (stereo not given)	-2	-4	-3	0	2	-0.4	-8	-1	3
CCOC(=O)C1CCN(C(=O)c2ccccc2NC(C)=O)CC1	-2	2	1	0	-1	-0.3	11	-2	-1
COc1cccc(Nc2ncnc3ccccc23)c1	12	4	0	21	0	2.1	0	1	4
CCCNS(=O)(=O)c1cc2c3c(c1)CCN3C(=O)CC2	3	4	-3	1	-2	0.4	-3	-3	-1
O=C(NC1CCCC1)c1cccc2c1C(=O)c1ccc(N3CCCCC3)cc1S2(=O)=O	x	3	3	2	x	1.7	-8	x	4
CN(CP(=O)(O)C(O)c1ccccc1)S(C)(=O)=O (stereo not given)	9	2	-2	3	6	3.1	8	-3	-2
COc1cc(C(=O)NCCCN2CCCC2=O)cc(Br)c1OCc1ccccc1	x	4	-5	1	x	1.4	-11	x	1

(more compounds)
SMILES	HCV core dimer	procasp3 activ	PP1 counter	AHR act	TPT1 inh	PP5 inh	PAFAH2 inh	CTSL1 counter	proCasp7 act
CCN1/C(=C/c2ccc3cc(C)ccc3[n+]2CC)Sc2ccccc21	-70	-158	8	-9	84*	1.2	-1	5	-145
COc1ccc(-c2nc3ccccc3n2OC(C)C(=O)O)cc1 (stereo not given)	-1	3	0	7	-5	-1.0	5	5	-1
COc1ccccc1-c1nc(S(=O)(=O)c2ccccc2)c(N2CCCCC2)o1	12	2	3	9	-2	1.3	-7	4	-13
CC1(C)C(c2cccs2)=[N+]([O-])C2(CCCCC/C2=N\NC(N)=O)N1O (stereo not given)	-6	6	-2	-1	1	3.9	4	6	9
CCOC(=O)C1=C(Cc2ccc(C)cc2)C(=O)c2ccccc2C1=O	-7	-20	1	18	-4	3.9	x	0	-24
CN1CCN(c2ccc(CNS(=O)(=O)Cc3cccc(C(F)(F)F)c3)cc2)CC1	5	3	-4	-2	-2	0.3	x	0	4
Nc1cc(Cl)ccc1C(=O)OCC(=O)NC1CCCCCCC1	x	5	-1	3	x	0.5	47*	x	10
COc1ccc(CNC(=O)COC(=O)c2ccc(F)c(S(=O)(=O)N3CCCCC3)c2)cc1OC	1	13	-4	0	3	2.0	6	-8	9
O=c1c2ccccc2oc2ncccc12	-6	4	0	-5	-7	-1.9	-8	1	14
Cc1cc(C(F)F)n2ncc(C(=O)N3CCc4ccccc4C3)c2n1	4	-1	7	-14	0	-2.5	-3	6	8
CC(Oc1ccc(C#N)cc1)C(=O)N1CC=C(c2ccccc2)CC1 (stereo not given)	x	10	x	-2	x	x	-3	x	-14
CCOC(=O)c1c(C)[nH]c(C=Nc2ccc(OC)cc2)c1O	-31	-9	4	35	-4	-0.5	0	2	9
Cc1ccnc(NC(=O)c2cc3c(=O)oc4ccc(C)cc4c3s2)c1	10	0	-2	0	-3	2.9	0	0	1
CCOc1ccccc1NC(=O)C(c1ccccc1)N1CCN(C(=O)c2ccco2)CC1 (stereo not given)	x	2	1	1	x	1.7	-6	x	9
CN(Cc1ccon1)C(=O)CC1C(=O)NCCN1Cc1ccc(Cl)c(F)c1 (stereo not given)	5	5	-1	3	-7	0.9	4	1	-5
COc1ccc(C(=O)Nn2c(SCC(=O)NC3CCCC3)nc3ccccc3c2=O)cc1	5	0	1	2	0	0.2	5	-2	1
Cc1ccc2nc(SCc3nc4ccccc4c(=O)[nH]3)[nH]c2c1	2	-4	-1	30	4	3.5	3	0	1
O=C(CSc1ccccn1)C12CC3CC(CC(C3)C1)C2	7	5	-1	-2	-10	-0.1	8	-1	12
CCOC(=O)Cn1ncn(-c2ccc(OC(F)(F)F)cc2)c1=O	-1	-4	-1	1	6	-0.1	5	-5	0
CCN(CC)c1ccc(S(=O)(=O)N2CCOCC2)cc1NC(=O)CN1CCN(Cc2ccccc2)CC1	6	2	6	-1	-5	0.0	-4	0	5
C=CCn1c(SCC(=O)O)nnc1-c1cccc(Cl)c1	-3	-5	-2	0	-2	0.3	-3	2	1
CCN(C[C@H]1N[C@@](CC)(C(=O)OC)[C@H]2C(=O)N(C)C(=O)[C@@H]12)S(=O)(=O)c1ccccc1	x	-1	x	1	x	x	6	x	-10
COc1ccc(CC(=O)N(c2ccccc2)c2nc(C)cs2)cc1	-9	-5	-3	-1	-1	0.6	2	-3	3
CN(CCC1CCCCO1)C(=O)CCc1nnc(CCCCc2ccccc2)o1 (stereo not given)	-6	-4	2	2	-4	0.8	1	-6	5
COc1cc(NC(=S)NC(=O)c2ccc(C)cc2C)ccc1NC(=O)c1cccs1	2	-5	-2	6	1	1.7	-17	5	-6
CCNc1nc(OCC)nc(N2CCC(Cc3ccccc3)CC2)n1	9	7	0	2	2	0.1	-4	0	5
O=C1c2ccccc2C(=O)N1CCOc1ccc(F)cc1	3	2	2	22	-4	-0.9	2	2	5
CCC(C)NC(=O)CSc1nnc(-c2ccc(C(C)(C)C)cc2)n1C (stereo not given)	2	7	-4	0	1	3.4	-7	0	7
CC(C(=O)NCCC1=CCCCC1)c1ccc([N+](=O)[O-])cc1 (stereo not given)	5	11	-1	-2	4	1.2	1	0	0
